Screening results: PubChem BioAssay, ICCB-Longwood Screening Facility, Harvard Medical School
PV pol inh: poliovirus RNA polymerase inhibition; P03300; poliovirus polymerase elongation, fluorescence polarization; stronger effect = lower value; % elongation, % (compound at 16.7 µg/mL); hit rate 0.66% among 150,000; in the data active = % elongation below about 90%; note: some results filed as inactive read as strong as hits
Target sequence (P03300 1749-2209 limits assumed): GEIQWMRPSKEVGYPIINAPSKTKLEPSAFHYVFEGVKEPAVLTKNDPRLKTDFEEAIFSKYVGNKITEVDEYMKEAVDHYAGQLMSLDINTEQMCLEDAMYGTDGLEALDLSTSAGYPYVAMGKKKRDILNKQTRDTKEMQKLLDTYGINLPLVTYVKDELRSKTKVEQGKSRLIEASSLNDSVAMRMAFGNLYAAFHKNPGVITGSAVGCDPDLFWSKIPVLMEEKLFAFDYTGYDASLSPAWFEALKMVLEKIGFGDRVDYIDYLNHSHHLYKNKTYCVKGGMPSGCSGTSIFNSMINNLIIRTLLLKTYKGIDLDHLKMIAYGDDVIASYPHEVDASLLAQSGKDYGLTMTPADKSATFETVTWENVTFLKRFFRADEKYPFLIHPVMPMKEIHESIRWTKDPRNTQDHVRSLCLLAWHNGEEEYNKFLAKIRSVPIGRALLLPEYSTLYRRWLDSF
PV pol inh FP z-score: further read-out of PV pol inh, marked with its call; z-score; measured here: FP z-score; hits read low
An asterisk follows results filed as active. These rows are one share of the data (hit frequency here may not be typical).

SMILES	PV pol inh	PV pol inh FP z-score
Cc1ccc2nc(=S)nc(-c3ccccc3)n2c1	99	-0.4
CC1=NN(c2ccccc2)C(=O)C1C=NC1CCS(=O)(=O)C1 (centres undefined)	101	-0.3
Cc1ccc(NC(=O)CN2CCN(c3ccccc3F)CC2)cc1F	107	0.2
Cc1ccc(Nc2nnc(-c3ccc(C)c(S(=O)(=O)NCC4CCCO4)c3)c3ccccc23)cc1 (centres undefined)	103	0.4
O=C(CCCC(=O)c1ccccc1)Nc1ccc2c(c1)CCC2	102	0.1
O=C(Nc1ccc(S(=O)(=O)N2CCCCC2)cc1)c1cc(-c2cccs2)nc2ccccc12	102	0.3
O=C(CN1C(=O)c2ccccc2C1=O)Nc1ncn[nH]1	100	-0.3
COc1cc(C2c3c(oc4ccc(C)cc4c3=O)C(=O)N2Cc2ccccc2)ccc1O (centres undefined)	98	-1
Cc1cc(C2=NNC(=NCC3CCCO3)SC2)c(C)n1-c1ccc(F)cc1 (centres undefined)	106	0.5
CSc1ncc(C(=O)NC2CCN(Cc3ccccc3)CC2)c(C)n1	103	0.5
N#CCOC(=O)c1ccc2c(c1)S(=O)(=O)N=C1CCCCCN12	96	-0.6
FC(F)(F)c1cc(Cl)c2ncc(-c3ccc(Br)s3)nc2c1	106	0.5
Cc1ccccc1OCC(=O)NN1C(=O)C2C3C=CC(O3)C2C1=O (centres undefined)	99	-0.8
CCN(CC)C(=O)CSc1nc2ccsc2c(=O)n1Cc1ccccc1Cl	97	-2
S=c1[nH]cc(-c2ccc(Br)cc2)[nH]1	97	-1.4
CCn1c(CC2C(=O)N(C)c3ccc(Br)cc32)nc2ccccc2c1=O (centres undefined)	110	0.4
COC(=O)C1=C(C)N(C)C(=S)NC1c1ccccc1 (centres undefined)	106	0.9
Cc1ccc(-c2nc3ccccn3c2Nc2c(C)cccc2C)o1	101	-1.2
CCOc1ccc2nc(Nc3nc(O)cc(=O)[nH]3)nc(C)c2c1	103	0.3
CCc1cccc(NC(=O)C2CCC(CNS(=O)(=O)c3ccc(Br)s3)CC2)c1 (centres undefined)	110	0.3

Shown field by field: entries from further up
O=C(Nc1ccc(S(=O)(=O)N2CCCCC2)cc1)c1cc(-c2cccs2)nc2ccccc12
  PV pol inh: 102	PV pol inh FP z-score: 0.3
O=C(CN1C(=O)c2ccccc2C1=O)Nc1ncn[nH]1
  PV pol inh: 100	PV pol inh FP z-score: -0.3

Going on with the list.
SMILES	PV pol inh	PV pol inh FP z-score
Cc1onc(-c2ccccc2)c1C(=O)N1CCN(S(=O)(=O)c2ccccc2)CC1	102	0.3
CC(C)Cc1nn2c(=O)cc(COC(=O)c3cccc(NS(C)(=O)=O)c3)nc2s1	110	1
O=C(CCS(=O)(=O)c1cc2c(cc1Cl)NC(=O)CO2)NCCc1ccccc1	105	-0.3
Cc1ccc(OCC(=O)Nc2ccc3c(c2)sc(=O)n3C)cc1	114	0.6
CCc1ccc(-c2cn3c(n2)sc2cc(C(=O)NCCC4=CCCCC4)ccc23)cc1	109	0.6
O=C(CSc1ccccn1)c1c[nH]c2ccccc12	108	0.8
Cc1ccc(C(=O)NS(=O)(=O)c2ccccc2)cc1	101	0.1
COc1cccc(CNC(=O)COC(=O)C2CCN(S(=O)(=O)c3ccc(C)cc3)CC2)c1	103	0
O=C(CSc1c2c(nc3cc(Cl)ccc13)CCCC2)N1CCN(c2ccccc2)CC1	105	0
CCOc1ccc(C(=O)N2CC(=O)Nc3ccc(F)cc3C2c2ccc(F)cc2)cc1 (centres undefined)	107	0.4
Cc1cc(C)nc(SCc2ccc(C(=O)NN)cc2)n1	103	0.2
CCCCCCN1CC(O)=C(c2nc3ccccc3[nH]2)C1=N	101	0
CN1CCN(C(=O)c2ccc3c(c2)N(Cc2ccc(Cl)cc2)C(=O)c2ccccc2S3(=O)=O)CC1	107	0.2
Cc1ccc(/C=C2/Sc3ccccc3N(CC(=O)NCCCN3CCN(C)CC3)C2=O)cc1	102	0.5
Cc1ccc(-c2csc(NC(=O)C(C)C)n2)cc1	103	-0.1
O=c1c2cnn(-c3ccc(Cl)cc3)c2ncn1Cc1ccc(Cl)cc1Cl	108	0.2
CN(C)/C(=N\S(=O)(=O)c1ccc(F)cc1)c1ccccc1	102	0
O=C(Nc1ccccc1)Nc1ccccc1C(=O)N1CCOCC1	106	0.4
COc1cccc(NC(=O)NC2CCCC2)c1	105	1.5
O=C(O)CCN1C(=O)CCC1=O	101	-0.2
CC(C)c1ccc(NC(=O)c2cccnc2Cl)cc1	103	0.5
CC1CCCCN1c1ccc(N)cc1C(N)=O (centres undefined)	103	0
N#Cc1c2c(c(=O)n3c1[nH]c1ccccc13)CCCC2	100	-0.4
Cc1noc(C)c1CC(=O)N(CC1CCCO1)c1nc(-c2ccc(Br)cc2)cs1 (centres undefined)	105	0.3
O=C(Cn1ccc(=O)[nH]c1=O)OCc1ccccc1C(F)(F)F	111	0.3
Cc1cc(=O)oc2ccccc12	100	-0.6
Cc1c(-c2ccnc(=S)[nH]2)sc2nc(C(F)(F)F)nn12	100	-0.4
CN(C(=O)Cn1c(=O)oc2cc(S(=O)(=O)N3CCCC3)ccc21)c1ccc(Br)cc1	101	0.1
Cc1ccc(N(Cc2cccs2)C(=O)c2ccccc2[N+](=O)[O-])cc1	110	0.2
CC(C)c1ccc(NC(=O)CNC(=O)Cn2ccc3ccccc3c2=O)cc1	104	-0.3
COc1ccc(CNC(=O)CN2C(=O)CCn3nc(-c4ccccc4)cc32)c(OC)c1	104	-0.9
CCOC(=O)C(CC)Sc1c(CC)cnc2c1c(=O)n(C)c(=O)n2C (centres undefined)	108	0.5
O=C(Nc1ccc(OC(F)(F)F)cc1)c1cc2c(=O)n3ccccc3nc2s1	106	0
CC(C)CN(C(=O)Nc1ccccc1)C1=NCC(C)S1 (centres undefined)	103	0.1
CCCCn1c(=O)c2oc3ccccc3c2n(Cc2ccc(C)cc2)c1=O	108	0.2
COc1ccc(C2=N/C(=C\c3ccc(-c4ccc(S(=O)(=O)Nc5ncccn5)cc4)o3)C(=O)O2)cc1	48	-9.1
C=CCn1c(CC(C)C)nnc1SCC(=O)c1ccc(Cl)cc1	101	-0.6
CCN(Cc1nnc(-c2ccccc2C)o1)c1ccccc1	103	-0.2
COc1ccc(C(O)CN2CC=C(c3ccc(N(C)C)cc3)CC2)cc1 (centres undefined)	106	0.9
O=C(CN1C(=O)COc2ccc(S(=O)(=O)Nc3ccccc3)cc21)NCc1ccccc1Cl	110	0.6
O=C(O)COCC(=O)NC1CCCCNC1=O (centres undefined)	104	0.6
CCOC(=O)CN(c1ccccc1)C1SC(=O)N(Cc2cccc(C(=O)O)c2)C1=O (centres undefined)	101	-0.2
COc1cc(CCNC(=O)c2ccc3c(c2)c(C)c(C)n3Cc2cccc(C)c2)cc(OC)c1OC	106	-0.2
CC(C)[C@H](NC(=O)c1cc2ccccc2o1)c1nc2ccccc2[nH]1	109	0.7
Cc1c(C(=O)Oc2cccc3cccnc23)oc2ccccc12	98	-0.9
Cc1nc2c(-c3ccccc3)c(C)nn2c(C)c1CCC(=O)NCc1ccc(Cl)cc1	110	0.9
O=S(=O)(c1ccc2ccccc2c1)N1CCOCC1	102	0.1
Cc1nn(CCC#N)c2nc(-c3ccc(F)cc3)cc(C(=O)O)c12	99	-0.3
CC1=C(C(=O)Nc2ccccc2)C(c2ccc(C(C)C)cc2)n2c(nc3ccccc32)N1 (centres undefined)	102	0.1
Cc1ccc(C(=O)NCc2ccccc2)cc1	101	0.5
OC1(C#CCN2CCCCC2)c2ccccc2C2CCCC21 (centres undefined)	96	-0.8
COc1ccc(/C=N/n2ncc3ccccc32)cc1	104	0.2
CCOc1ccc(NC(=O)CSc2nnc(-c3ccc(C)cc3)c(-c3ccc(C)cc3)n2)cc1	104	-0.9
COc1ccc(OC)c(/C=C/C(=O)N(Cc2cccs2)Cc2cccs2)c1	101	0
CCCC1=C(C(=O)OCC)C(c2ccccc2OC)NC(=O)N1 (centres undefined)	103	0.4
CN(N=O)C(=O)N[C@@H]1[C@@H](O)[C@H](O)[C@@H](CO)O[C@@H]1O	100	0.1
Cc1ccc(OCC(=O)N(Cc2nc(-c3ccccc3)no2)C(C)C)cc1C	104	-0.1
CCOC(=O)c1[nH]c(C)c(C(=O)N(CC)C2CCCCC2)c1C	100	-0.3
O=C(CCCc1ccccc1)Nc1cccc(-c2nn[nH]n2)c1	100	-0.8
CC(NS(=O)(=O)/C=C/c1ccccc1)C(=O)N1CCN(c2ccccc2Cl)CC1 (centres undefined)	102	0.1
Continuation.
SMILES	PV pol inh	PV pol inh FP z-score
Cc1ccc(Cl)cc1NC(=O)c1cc(S(=O)(=O)N2CCOCC2)cn1C	109	0.5
Cc1ccc(S(=O)(=O)NC(=O)C(C)O)c(C)c1 (centres undefined)	102	0
CN(C)C(=S)Nc1nc2ccccc2s1	100	0
O=C(NC1(C(=O)O)CCCCC1)c1cccs1	100	-0.5
C=CCSc1ncnc2c1cnn2-c1ccc(Cl)cc1	102	0.1
S=C(c1cn(Cc2ccccc2)c2ccccc12)N1CCCCC1	100	-0.7
COc1ccc(-c2c(C#N)c(=O)n3c(sc4ccccc43)c2C#N)cc1	110	1
COc1ccc(OC)c(C(=O)c2c(N)c(-c3nc(-c4ccc(C)c(C)c4)cs3)c3ccccn23)c1	107	0.1
O=C(CSc1nc2ccccc2o1)N1CCCc2ccccc21	101	0
CC[N+]1(C)CC2CCC(C)(C1)C2(C)C (centres undefined)	102	0
CCSc1ccccc1C(=O)Nc1nc2ccccc2c(=O)[nH]1	102	0.1
Cc1c(C(=O)N2CCC(C)CC2)c(S(=O)(=O)Nc2ccc(OC(F)(F)F)cc2)c(C)n1C	110	0.9
O=C(Nc1ccccc1)NC1CCN(CCCN2C(=O)c3ccccc3C2=O)CC1	102	0.3
O=C1N/C(=C/c2ccc(C(F)(F)F)cc2)C(=O)N1c1ccccc1	103	0.3
c1ccc(CC2COC(C3=N[C@@H](Cc4ccccc4)CO3)=N2)cc1 (some centres undefined)	101	-0.3
Cc1ccc(NC(=O)COn2nnc3ccc(S(=O)(=O)N(C)C)cc32)cc1F	97	-0.5
CCOC(=O)c1c(C)nc2c(c1C)c(=O)oc1ccccc12	101	-0.2
Cc1cc(C)c(NC(=O)CSc2nnc(CNC(=O)c3c(F)cccc3Cl)o2)c(C)c1	103	0.7
Cc1nn2c3c(cnc2c1-c1ccccc1)C(=O)CCC3	102	0.5
COCCn1c(C)cc(C(=O)COc2ccc3c(c2)OCO3)c1C	103	0.1
CCSC1=NCN(CCCC(=O)O)CN1	101	0.1
NC(=O)CSc1nnc(-c2ccccc2Br)n1Cc1ccccc1	104	0.6
COc1cc(C(=O)Nc2cc(C)ccc2OCc2cc(=O)n3cc(C)sc3n2)cc(OC)c1OC	112	1
CC1CC(=O)N(CC(=O)Nc2ccc(OC(F)(F)F)cc2)c2ccccc2S1 (centres undefined)	109	1.2
CCOc1cccc(C(=O)Nc2nc3c(s2)CC(C(C)(C)C)CC3)c1 (centres undefined)	104	-0.9
c1ccc(Cc2nnc3sc(Nc4ccccc4)nn23)cc1	102	0.3
O=C(CN1CCN(S(=O)(=O)c2ccc3c(c2)OCCCO3)CC1)N1CCC(c2ccccc2)=N1	101	0.1
NC(=O)C1CCCN(Cc2ccc(Cl)cc2)C1 (centres undefined)	101	0.1
CCOC(=O)c1c(NC(=O)/C=C/C(=O)O)sc2c1CCN(C(C)=O)C2	102	0.1
COc1cc(C(=O)N2CCNCC2)cc(OC)c1OC	101	-0.3
COc1ccc(C=C2C(=O)C3(C)CCC2C3(C)C)cc1 (centres undefined)	106	0.3
CC(C)c1ccc2[nH]c3c(c2c1)CCCC3=O	102	0
COc1ccc(CNC(=O)C2CCN(Cc3nc(-c4ccc(OC)c(OC)c4)oc3C)CC2)cc1	106	0.1
CC(C#N)Sc1nnc(-c2cccnc2)n1C1CCCCC1C (centres undefined)	100	-0.4
Cn1c(C(=O)NCCN2CCCCCC2)cc2sccc21	103	0.4
Cc1ccc2nc(COC(=O)c3ccc(OCc4c(C)noc4C)cc3)cc(=O)n2c1	99	-0.2
O=c1c(/C=N/NC2CCS(=O)(=O)C2)c(N2CCCCC2)nc2ccccn12 (centres undefined)	101	-0.1
Cc1cc(C)c2oc(C(=O)Nc3sc4c(c3C(=O)NCc3ccco3)CCCC4)cc(=O)c2c1	110	0.5
Cc1cc(-c2c(C(=O)Sc3ccccc3)c(C)nn2-c2ccccc2)no1	102	-0.5
CCOc1ccc(-n2c(O)c(/C=N/Nc3nnc(C)c(=O)[nH]3)c3ccccc3c2=O)cc1	96	-1.2

Gathered by group: those above with an NH in an aromatic ring
SMILES	PV pol inh	PV pol inh FP z-score
O=C(CN1C(=O)c2ccccc2C1=O)Nc1ncn[nH]1	100	-0.3
S=c1[nH]cc(-c2ccc(Br)cc2)[nH]1	97	-1.4
CCOc1ccc2nc(Nc3nc(O)cc(=O)[nH]3)nc(C)c2c1	103	0.3
O=C(CSc1ccccn1)c1c[nH]c2ccccc12	108	0.8
CCCCCCN1CC(O)=C(c2nc3ccccc3[nH]2)C1=N	101	0
N#Cc1c2c(c(=O)n3c1[nH]c1ccccc13)CCCC2	100	-0.4
O=C(Cn1ccc(=O)[nH]c1=O)OCc1ccccc1C(F)(F)F	111	0.3
Cc1c(-c2ccnc(=S)[nH]2)sc2nc(C(F)(F)F)nn12	100	-0.4
CC(C)[C@H](NC(=O)c1cc2ccccc2o1)c1nc2ccccc2[nH]1	109	0.7
CCOC(=O)c1[nH]c(C)c(C(=O)N(CC)C2CCCCC2)c1C	100	-0.3
O=C(CCCc1ccccc1)Nc1cccc(-c2nn[nH]n2)c1	100	-0.8
CCSc1ccccc1C(=O)Nc1nc2ccccc2c(=O)[nH]1	102	0.1
CC(C)c1ccc2[nH]c3c(c2c1)CCCC3=O	102	0
CCOc1ccc(-n2c(O)c(/C=N/Nc3nnc(C)c(=O)[nH]3)c3ccccc3c2=O)cc1	96	-1.2
